Source: PubChem (National Center for Advancing Translational Sciences (NCATS))
Lipid storage S3: qHTS Assay for Lipid Storage Modulators in Drosophila S3 Cells. Drosophila S3 cells, BODIPY lipid droplet fluorescence, 18-24 h; cells fed with added oleic acid. 320,000 compounds, 0.64% hits. lipid storage change, negative = inhibition, % at the top dose, mostly 46.1 µM; hits show Potency in µM; active = well fitted inhibition curve with a large enough effect in the signal ratio, with a control signal flat, not every such curve was filed as active; inconclusive = small, poorly fitted or top-dose-only effect, or effect the other way, or a change in a side signal; the % refers to the signal ratio
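Drosophila S3 cells loaded with oleic acid (400 uM, as added) and compounds at several concentrations; lipid droplets imaged by 488-nm laser-scanning cytometry, 500–530 nm intensity and object ratio to cell channel. Percent activity normalized to 20 uM Triacsin C.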
Lipid storage S3 cell count max: further read-out of Lipid storage S3, marked with its call; cell number change, %; measured here: cell count max response;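 cells counted by Cell Tracker Red CMTPX staining in the red channel; peak over a dose series mostly up to 46.1 µM; percent activity relative to internal control wells on each plate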
* hit, by the source's call; i = inactive; ? = inconclusive; nt = not tested or not shown. % is set by controls: 0 for no effect and ±100 for the full control effect; potency is the fitted concentration of half-maximal effect.

molecule	Lipid storage S3	Lipid storage S3 cell count max
CCNC(=O)NC(=O)C(C)Sc1nc2cc(C(=O)OC)ccc2c(=O)n1-c1ccccc1 (centres undefined)	i	3.3
CC(=O)NC(CC(=O)NCC(c1ccco1)N(C)C)c1ccccc1 (centres undefined)	?	nt
O=C(c1ccc2c(c1)OCO2)N(CC1CCCO1)C1(C(=O)NC2CCCC2)CCCCC1 (centres undefined)	i	nt
CN(CC(=O)Nc1cccc(Cl)c1)S(=O)(=O)c1ccc2[nH]c(=O)oc2c1	-9.2%	-3.0
Cc1cccc2cc(COC(=O)COc3ccccc3)c(=O)[nH]c12	?	nt
CCn1c(SCC(=O)NC(=O)NCc2ccco2)nc2sc(C)c(C)c2c1=O	?	nt
COc1ccc(-c2cc(=O)c(C(=O)c3ccc(C)cc3)n[nH]2)cc1	2.4%	14.0
CC1=NN(C(N)=S)C(=O)C1N=Nc1ccccc1Cl (centres undefined)	6.51µM*	-28.8*

Four compounds already listed, ordered by the number in Lipid storage S3 cell count max, low to high.
SMILES	Lipid storage S3 cell count max
CC1=NN(C(N)=S)C(=O)C1N=Nc1ccccc1Cl (centres undefined)	-28.8*
CN(CC(=O)Nc1cccc(Cl)c1)S(=O)(=O)c1ccc2[nH]c(=O)oc2c1	-3.0
CCNC(=O)NC(=O)C(C)Sc1nc2cc(C(=O)OC)ccc2c(=O)n1-c1ccccc1 (centres undefined)	3.3
COc1ccc(-c2cc(=O)c(C(=O)c3ccc(C)cc3)n[nH]2)cc1	14.0

The listing continues.
molecule	Lipid storage S3	Lipid storage S3 cell count max
Cc1cc(C)cc(NC(=O)COc2ccc(C(=S)N3CCOCC3)cc2)c1	?	nt
CC(Sc1ccccc1)C(=O)NNC(=O)c1ccncc1 (centres undefined)	?	nt
COc1cc(C(=S)N2CCOCC2)cc(OC)c1OC(=O)c1cc([N+](=O)[O-])cc([N+](=O)[O-])c1	?	nt
COc1cc(CN2CCC(C(=O)N3CCC(C)CC3)CC2)cc(Br)c1O	?	nt
COc1ccc2c(CC(=O)Nc3ccccc3OC)coc2c1	38.8%	nt
O=C(O)c1cccc(-c2ccc(/C=C3/SC(=Nc4ccccc4)N(Cc4cccnc4)C3=O)o2)c1	6.6%	-5.9
C=CCN(CC=C)C(=S)NC(=O)c1ccc([N+](=O)[O-])cc1	?	nt
CCOC(=O)CSC1=C(C#N)C(c2ccc(C)s2)CC(=O)N1 (centres undefined)	?	nt
Cc1cc(C(=O)CN2C(=O)NC3(CCC(C)CC3)C2=O)c(C)n1C (centres undefined)	?	nt
CCOc1cccc(N(C(=O)c2ccco2)C(C(=O)NC2CCCC2)c2cccnc2)c1 (centres undefined)	?	nt
CCN(CC(=O)Nc1ccc(NC(C)=O)cc1)C(=O)Cc1c(Cl)cccc1Cl	?	nt
COc1ccccc1-c1c(NC(=O)c2ccco2)n(C)c2ccccc2c1=O	-4.3%	8.6
O=C(CCCNS(=O)(=O)c1ccccc1)NCc1ccco1	?	nt
CC(=O)NC(Cc1cccc(F)c1)C(=O)NC1CCN(c2ncccc2[N+](=O)[O-])CC1 (centres undefined)	15.7%	3.3
COc1cc2c(cc1OC)CN(C(=O)c1ccc(S(=O)(=O)N3CCCCCC3)cc1)CC2	?	nt
COc1ccccc1N1CCN(C(=O)C2CCCO2)CC1 (centres undefined)	i	-3.2
COc1cccc(CNC(=O)Cn2cc([N+](=O)[O-])cn2)c1	20.3%	1.1
Cc1ccc(/C=C2\OC(=O)c3ccccc32)cc1	-3.0%	11.1
Cc1nnsc1NC(=O)OCCCl	?	nt
CC(=O)c1cccc(NC(=O)CSc2ccc(-c3ccc4c(c3)OCO4)nn2)c1	17.9%	nt
COC(=O)c1sc2nc(CSc3ccc(Br)cc3)[nH]c(=O)c2c1C	-7.7%	17.6
CC(C)[C@H](CN(N=O)[C@@H](Cc1ccccc1)CN(C)N=O)N(CCc1ccccc1)N=O	6.7%	-0.7
Cc1cc(OCCn2cnc3ccccc3c2=O)cc(C(C)C)c1	?	nt
O=C(Cn1c2ccccc2c(=O)c2cc([N+](=O)[O-])ccc21)Nc1ccccc1Cl	18.6%	-1.5
Cc1ccnc2nc(C(=O)OCCOc3cccc(Br)c3)nn12	?	nt
COc1cc(/C=N/NC(=O)c2ccc(CSc3nc4ccccc4[nH]3)cc2)cc(OC)c1OC	?	nt
CCCCCCc1c(O)nc(SCCN(C)C)[nH]c1=O	?	nt
CC(NCC(O)COCc1ccc(Cl)cc1)c1ccccc1 (centres undefined)	-14.6%	-2.1
Nc1nnc(-c2ccc(Cl)c([N+](=O)[O-])c2)s1	14.3%	7.8
CCOc1ccc(C(=S)NC2CCCCC2)cc1	?	nt
Cn1cc(/C=C2\SC(=O)N(c3ccccc3)C2=O)c2ccccc21	9.4%	-8.9
C#Cc1cccc(-n2nnc(C(=O)OC)c2-c2ccccc2)c1	16.6%	1.9
Cc1ccccc1N(C(=O)c1snc(C(N)=O)c1N)C(C(=O)NCC1CCCO1)c1ccc(N(C)C)cc1 (centres undefined)	?	nt
CCn1c(=O)cc(O)c2ccccc21	?	nt
COc1cccc(-c2nc(NCc3ccccc3)c3ccccc3n2)c1O	i	nt
CCOc1ccc(S(=O)(=O)N2CCC(C(=O)NCc3ccco3)CC2)cc1	?	nt
Cc1ccc(N2C(=O)N3[C@H]4c5ccccc5OC[C@@H]4[C@@H](c4ccccc4)[C@@]3(C)C2=O)cc1	?	nt
COc1cccc(/C=C(/C(=O)OCC(=O)NC2CCCC(C)C2C)c2ccccc2)c1 (centres undefined)	?	nt
OCCN(Cc1nc(-c2ccc3c(c2)OCO3)no1)Cc1cccs1	1.1%	-5.3
N#C/C(N=Nc1ccccc1O)=N\Nc1ccccc1O	?	nt
CN(Cc1ccccc1)C(=O)c1ccc(NC(=O)Cc2cccc(NC(=O)C3CCCN(C(=O)C4CCCCC4)C3)c2)cc1 (centres undefined)	?	nt
CCC(=O)NC(=S)Nc1ccc(N2CCOCC2)cc1	-3.1%	-5.1
COc1ccccc1C#Cc1ccc2c(=O)c3ccccc3n(C)c2c1	?	nt
CCOC(=O)c1c(C)n(-c2ccccc2)c2ccc(OCCN(C)C)cc12	i	nt
COc1ccc(CC(=O)Nc2ccncc2Cl)cc1	?	nt
CCOc1ccc(NC(=O)c2ccc(NC(=O)c3ccc(CN4CCOCC4)cc3)cc2)cc1	-6.7%	8.6
C[C@@H]1O[C@@H](OC2C(O)C(OCCc3ccc(O)c(O)c3)OC(CO)C2OC(=O)/C=C/c2ccc(O)c(O)c2)[C@H](O)[C@H](O)[C@H]1O (some centres undefined)	5.6%	-11.6
O=C(O)CCn1c(SCc2cccc3ccccc23)nc2ccccc21	?	nt
NS(=O)(=O)c1ccc(NC(=O)CSc2ccc3ccccc3n2)cc1	?	nt
CN(C(=O)CSc1nnc(-c2ccncc2)n1C)C1CCS(=O)(=O)C1 (centres undefined)	?	nt
O=C(CNC(=O)c1ccco1)NCC(=O)OCc1cccc(Cl)c1	?	nt
COc1ccccc1NC(=O)CN1C(=O)COc2ccc(S(=O)(=O)N3CCOCC3)cc21	i	-7.6
CCOC(=O)N1CCN(C(=O)CSc2nnc(-c3ccc(C)c(C)c3)o2)CC1	-7.1%	-9.2
O=C(NCc1cccc(Cl)c1)c1ccc(CS(=O)Cc2ccc(Cl)cc2)o1 (centres undefined)	i	-5.3
COCCN(C(=O)CSc1nnc(-c2ccccc2F)o1)c1c(N)n(CC(C)C)c(=O)[nH]c1=O	?	nt
COc1ccc(CNS(=O)(=O)c2ccc(S(=O)(=O)NC3CC3)cc2)cc1	?	nt

Profiles as entered above:
Shown for CCOc1cccc(N(C(=O)c2ccco2)C(C(=O)NC2CCCC2)c2cccnc2)c1 (centres undefined) → Lipid storage S3 = ?; Lipid storage S3 cell count max = nt
Shown for COc1ccc2c(CC(=O)Nc3ccccc3OC)coc2c1 → Lipid storage S3 = 38.8%; Lipid storage S3 cell count max = nt

Going on with the list:
molecule	Lipid storage S3	Lipid storage S3 cell count max
CCc1cc(Cn2nc(-c3ccccc3)cc2C(=O)NCC2CC2)on1	8.4%	-1.8
CCC(c1nnc(SCC(=O)Nc2ccc(N3CCOCC3)cc2)n1Cc1ccccc1)N(C)C (centres undefined)	i	nt
CSCC[C@@H](C(=O)NCCCCCCCCCCC(=O)N1CCNCC1)n1cc(CCO)nn1	-22.8%	-4.0
Cc1cccc(NC(=O)COC(=O)c2ccc(S(=O)(=O)N3CCCCCC3)cc2)c1	?	nt
CC(=O)N1CCc2ccc(S(=O)(=O)N3CCc4ccccc43)cc21	?	nt
Cc1cc(=O)[nH]c(N/N=C/c2ccc([N+](=O)[O-])cc2)n1	3.1%	1.3
COc1cccc(Sc2ccccc2/C=N/NC(N)=O)c1	?	nt
CCOc1ccccc1C(=O)Nc1ccc(S(=O)(=O)N2CCOCC2)cc1	?	nt
COc1ccccc1N1CCN(C(=O)c2ccc(Cl)c(S(=O)(=O)N3CCOCC3)c2)CC1	?	nt
COc1ccc(-c2c(NC(C)=O)n(C)c3ccccc3c2=O)cc1	?	nt
CCCCCn1c(=O)[nH]c2cc(C(=O)NCCCN(CC)CC)ccc2c1=O	?	nt
Cc1cc(NC(=O)CCC(=O)N(Cc2ccco2)C2(C(=O)NC3CCCCC3)CCCC(C)C2)no1 (centres undefined)	?	nt
O=C1NCC(O)=C1C=NCCCO	?	nt
COc1cc2c(c(OC)c1OC)-c1c(cc(OC)c(OC)c1OC)C[C@](C)(O)[C@@H](C)C2	9.9%	17.7
Cc1ccc(N(C)C(=O)CCNC(=O)Cn2cnc3ccccc3c2=O)cc1C	?	nt
O=C(COC(=O)CCN1C(=O)c2ccccc2C1=O)Nc1ccc(S(=O)(=O)N2CCCC2)cc1	?	nt
O=C(NCc1ccccc1Cl)c1cc(C(=O)C2CC2)c[nH]1	?	nt
O=C(NCC1CCCO1)C1CCCN(S(=O)(=O)c2cccc3nsnc23)C1 (centres undefined)	i	-6.6
CC(C)(C)c1cc(CCC(=O)N2CCNCC2)c(C(C)(C)C)cc1O	i	nt
c1ccc(NC2=NCCN2CCC2CCCCC2)cc1	0.1%	3.6
Cc1cccc(N2CCN(C(=O)c3nn(C)c4c3CS(=O)(=O)c3ccccc3-4)CC2)c1C	?	nt
CCCn1nnnc1NCc1cccc(OC)c1	?	nt
COc1cc(/C=c2\sc3nc(-c4ccncc4)nn3c2=O)ccc1OC(C)=O	?	nt
Cc1ccnc(NC(=O)Cn2ccc([N+](=O)[O-])n2)c1	?	nt
CCN(CC(=O)Nc1ccc(NC(C)=O)cc1)C(=O)C1CC(=O)N(CCc2ccc(OC)c(OC)c2)C1 (centres undefined)	?	nt
Cc1cccc2cc(/C=N/Nc3ccc(C(=O)O)cc3)c(Cl)nc12	0.7%	15.8
Cc1ccccc1N1CCN(Cc2ccc([N+](=O)[O-])o2)CC1	?	nt
Cc1sc2ncnc(NCCN3CCOCC3)c2c1C	i	6.9
O=C1C=C(NCc2ccccc2)C2(CCCCC2)O1	?	nt
O=C(NC(=S)N1CCOCC1)c1ccc([N+](=O)[O-])cc1	-3.7%	-3.6
Cc1ccc(C)c(OC(=O)CN2C(=O)c3ccccc3C2=O)c1	?	nt
CCn1c(C)nnc1SCC(=O)Nc1ccc(N2CCOCC2)cc1	?	nt
CCOC(=O)c1c(CC(C)C)csc1NC(=O)c1ccccc1C(=O)O	-0.8%	4.8
CC(=O)c1ccc(Cc2ccc(C(C)=O)cc2)cc1	?	nt
Cc1onc(-c2ccccc2)c1C(=O)Oc1cccnc1	?	nt
CCC(OC(=O)CN1C(=O)C(=O)c2ccccc21)C(=O)Nc1ccccc1OC (centres undefined)	?	nt
Cc1ccc(SCC(=O)NC2CC3CCC(C2)N3C)cc1 (centres undefined)	-6.4%	-0.3
O=C(COc1ccccc1O)NC1CCCC1	?	nt
Cc1ccc(NC(=O)COC(=O)Cc2ccsc2)cc1S(=O)(=O)N(C)C	13.6%	1.8
CN1CCN(c2ccccc2NC(=O)c2ccc([N+](=O)[O-])o2)CC1	?	nt
CCOC(=O)N1CCN(S(=O)(=O)c2ccc(C(=O)Nc3nnc(C)o3)cc2)CC1	10.0%	15.5
O=C(NCc1ccco1)c1cc2ccccc2o1	?	nt
O=S(=O)(N/N=C/c1ccc(N2CCOCC2)cc1)c1ccc(Br)cc1	-0.3%	-3.1
CCOc1ccc(NC(=S)NCc2ccco2)cc1	1.0%	nt
O=C(CCCCCNC(=O)c1ccccc1Br)N=Nc1c(O)[nH]c2ccccc12	?	nt
CN1CCN(c2ccc(NC(=S)NC(=O)c3cccc4c(Cl)cccc34)cc2)CC1	?	nt
COc1ccc(NC(=O)CCCSc2ccccc2)cc1S(N)(=O)=O	-15.7%	13.7
CC(=O)c1cnc2nc(C(F)(F)F)nn2c1C	?	nt
COC(=O)C(CCSC)NC(=O)CNS(=O)(=O)c1ccc(Cl)cc1 (centres undefined)	6.3%	-8.7
CCOP(=O)(OCC)C(Nc1cccc([N+](=O)[O-])c1)c1ccccc1 (centres undefined)	?	nt
O=C(Nc1nc2c(F)cc(F)cc2s1)c1ccccn1	?	nt

Not all compounds are listed, so the mix of outcomes need not match the whole.
